# NCI-60 one-dose screen, 48 h, at 10 µM unless noted. Numbers give growth in % (100 = growth as untreated, 0 = no growth, -100 = all killed).
# MCF7: MCF7 breast cancer. 6.3% of 82,000 active
# T-47D: T-47D breast cancer; AID 1794792; 5% of 79,000 active
# MALME-3M: MALME-3M melanoma; 5.8% of 78,000 active
# SK-MEL-2: SK-MEL-2 melanoma; 4.7% of 77,000 active; AID 1794763
# HS 578T: HS 578T breast cancer; AID 1794788; 4.1% of 78,000 active
# MDA-MB-231: MDA-MB-231 breast cancer; AID 1794789; 5% of 81,000 active
# BT-549: BT-549 breast cancer | 4.4% of 78,000 active
# LOX IMVI: LOX IMVI melanoma; 7.4% of 79,000 active
# Active calls of the source: *; . = no result given; & = joins results of further samples; [ ] = remark or other dose. How the source made its calls: active means growth percent below 10; inactive means the rest. Compounds as they come; about 11% have a hit in one of these screens.
SMILES,MCF7,T-47D,MALME-3M,SK-MEL-2,HS 578T,MDA-MB-231,BT-549,LOX IMVI
O=[N+]([O-])c1cc[n+]([O-])cc1,98,120,101,110,104,96,92,96
C=CCn1c(C)nc2cc(Nc3nc(Nc4ccc5nc(C)n(CC=C)c5c4)nc4ccccc34)ccc21,92,96,95,121,100,90,106,93
Cc1[nH]c(C(=O)Nc2ccc(C(N)=O)cc2OC(C)C)c(Cl)c1Cl,89,75,101,100,89,91,95,96
Cc1ccc(/C=C/C(=O)c2cccc(OCCCCOc3cccc(C(=O)/C=C/c4ccc(C)cc4)c3)c2)cc1,89,95,92,109,96,99,112,91
Br/C=C/c1ccccc1,101,100,110,115,99,108,107,101
CC(=O)Nc1cc(C)ns1,105,.,117,114,127,107,105,104
COc1ccc(C(=O)C/C(=C\c2ccc(Cl)cc2)C(=O)NN)cc1,90,78,93,88,98,87,103,102
CC(C)OC(=O)CCCCCC1CCCCC1,96,94,130,.,102,112,.,101
COc1cccc(-n2nc(C(=O)NCc3ccccc3OC)nc2-c2cc(OC)c(OC)c(OC)c2)c1,99,76,100,78,100,93,103,96
CC1(C)C(=O)C(C)(C)C1=NO,96,98,92,85,106,113,98,102
Cc1cc(=O)[nH]c(SCC(=O)N2CCN(c3cc4c(cc3F)c(=O)c(C(=O)O)cn4C3CC3)CC2)n1,95,93,94,.,103,92,101,99
COC(=O)c1ccc2c(c1)C(=O)c1c-2n(CCCN)c(=O)c2cc([N+](=O)[O-])ccc12,-88*,-80*,-97*,-50*,-71*,-100*,-100*,-100*
COc1ccc(/C=C/c2c(C(=O)c3ccccc3)c(=O)[nH]c3ccccc23)cc1,72,55,115,93,107,94,74,98
COc1cccc(Cn2ccc3c2-c2oncc2CC3)c1,92,85,.,89,105,79,95,94
Nc1c(C(=O)c2ccc(F)cc2)sc2nc(-c3cnccn3)cc(-c3cccs3)c12,83,96,100,124,111,93,106,99
CC(O)CN=Cc1ccccc1 (stereo unspecified),101,104,98,108,101,108,124,96
CC(=O)c1c(O)c(C)c(O)c2c1OC1=CC(=O)/C(=C(/C)N)C(=O)C12C (stereo unspecified),85,75,97,95,92,91,89,87
Cc1ccc(Cl)cc1Nc1nc(C(F)(F)F)ccc1C(=O)NO,81,87,81,80,103,83,111,83
Cc1ccc(S(=O)(=O)NCCCCCCNS(=O)(=O)c2ccc(C)cc2)cc1,93,62,97,89,88,97,95,86
O=C(NCCCl)Nc1nccnc1OCc1ccc(F)cc1,85,.,148,100,115,88,89,98

# Rewritten with tabs: 6 of the compounds above
Molecule	MCF7	T-47D	MALME-3M	SK-MEL-2	HS 578T	MDA-MB-231	BT-549	LOX IMVI
COc1cccc(-n2nc(C(=O)NCc3ccccc3OC)nc2-c2cc(OC)c(OC)c(OC)c2)c1	99	76	100	78	100	93	103	96
CC(=O)Nc1cc(C)ns1	105	.	117	114	127	107	105	104
C=CCn1c(C)nc2cc(Nc3nc(Nc4ccc5nc(C)n(CC=C)c5c4)nc4ccccc34)ccc21	92	96	95	121	100	90	106	93
COC(=O)c1ccc2c(c1)C(=O)c1c-2n(CCCN)c(=O)c2cc([N+](=O)[O-])ccc12	-88*	-80*	-97*	-50*	-71*	-100*	-100*	-100*
Cc1ccc(/C=C/C(=O)c2cccc(OCCCCOc3cccc(C(=O)/C=C/c4ccc(C)cc4)c3)c2)cc1	89	95	92	109	96	99	112	91
Cc1ccc(Cl)cc1Nc1nc(C(F)(F)F)ccc1C(=O)NO	81	87	81	80	103	83	111	83

# Looked up one by one from the list above (two):
SMILES,MCF7,T-47D,MALME-3M,SK-MEL-2,HS 578T,MDA-MB-231,BT-549,LOX IMVI
Br/C=C/c1ccccc1,101,100,110,115,99,108,107,101
COc1cccc(Cn2ccc3c2-c2oncc2CC3)c1,92,85,.,89,105,79,95,94

# (listing goes on)
SMILES,MCF7,T-47D,MALME-3M,SK-MEL-2,HS 578T,MDA-MB-231,BT-549,LOX IMVI
Cc1cc(C(=O)Nc2cc(Cl)ccc2Cl)c(C)o1,91,111,108,.,109,111,116,105
CCOC(=O)C#Cc1c(CC(=O)OCC)nnn1[C@H]1O[C@@H](CO)[C@@H]2OC(C)(C)O[C@@H]21,11,38,27,101,101,105,87,47
O=C(NCc1ccco1)Nc1ccc([N+](=O)[O-])cc1,95,85,105,62,101,118,95,105
O=C(NCCNc1nccc(-c2c(-c3cccc(F)c3)nc3sccn23)n1)c1c(F)cccc1F,17,27,32,62,53,81,56,32
Nc1nc(Nc2ccc(Cl)c(Cl)c2)nn1Cc1cccc(Br)c1,27,40,73,68,39,56,85,41
CCCCOC(=O)CCSC1=C(C)C(=O)c2ccccc2C1=O,80,62,106,100,98,87,106,87
O=C(Nc1ncc(Cc2cc(Cl)ccc2Cl)s1)C1CCCCC1,79,99,92,98,99,94,102,96
CCCCC/C=C\C/C=C\CCCCCCCCOc1ccc(CCOP(=O)(O)OCC[N+](C)(C)C)cc1,92,106,107,113,97,101,106,103
Fc1ccc(NC(=S)N/N=C\c2ccc(Cl)cc2Cl)cc1,95,92,109,122,125,101,119,104
C[N+](C)(C)CCOC(N)=O,102&109,100&103,115&105,114&108,112&109,121&121,94,106&107
NC(=O)C(CSSCC(NC(=O)OCc1ccccc1)C(N)=O)NC(=O)OCc1ccccc1 (stereo unspecified),98,112,127,117,95,118,106,115
N#CC1=C(/N=C(\N)NNc2ccccc2)Oc2c(ccc3ccccc23)C1c1ccccc1 (stereo unspecified),76,80,101,93,91,74,88,84
O=C(CNC(=O)c1ccccc1)c1ccccc1,99,105,94,106,104,119,129,103
CCNC1(C(=O)O)CCCCC1,98,99,105,113,101,99,107,100
O=C(/C=C/c1ccc(F)cc1)Nc1ccc(C=C2c3ccccc3C(=O)c3ccccc32)cc1,59,53,89,92,92,82,65,75
NC(=O)c1ccc[n+](Cc2c[nH]c(=O)[nH]c2=O)c1,107,106,104,128,119,105,99,97
Cc1ccc(C[n+]2cc([O-])on2)cc1C,92,100,98,103,100,102,120,99
COc1cc(/C=N/NC(=S)NNC(=S)NC2CC2)cc(OC)c1OC,90,90,90,110,101,98,101,.
Clc1cccc(/C=N/Nc2nc(N/N=C/c3cccc(Cl)c3)nc(N3CCOCC3)n2)c1,43,69,-44*,-1.9*,67,71,93,33
Clc1cc(Cl)cc(N2N=C(c3cccc(Nc4ccncc4)c3)CC2c2ccc(Br)cc2)c1 (stereo unspecified),-46*,81,24,99,47,57,112,-88*
C=C(C)[C@@H]1CC[C@]2(C)[C@H](C(=O)C=C3[C@@H]4C[C@](C)(C(=O)N5CCN(C)CC5)CC[C@]4(C)CC[C@]32C)[C@@]1(C)CCC#N,-71*[100 µM],-40*[100 µM],-86*[100 µM],-79*[100 µM],-55*[100 µM],-92*[100 µM],-73*[100 µM],-94*[100 µM]
O=Nc1nc2ncccn2c1-c1ccccc1,54,.,85,106,106,94,102,47
O=C1NCCNC1C1C(=O)Nc2ccccc21 (stereo unspecified),98,104,106,106,101,101,109,91
CC1=CC(=O)c2cccc(NC3=NCCO3)c21,99,90,93,94,103,102,101,98
CC(Nc1ncnc2ccc(-c3ccc4oc(N)nc4c3)cc12)c1ccccc1 (stereo unspecified),-73*,-74*,-26*,35,-32*,-38*,-22*,-98*
COc1cc(NN=C(c2ccc(O)cc2)c2ccc(O)cc2)c([N+](=O)[O-])cc1[N+](=O)[O-],1.9*,-10*,120,-70*,94,92,111,34
CC(C)=CCC[C@](C)(O)[C@H]1CC[C@]2(C)[C@@H]1CC[C@@H]1[C@@]3(C)C/C(=C/c4ccc(Br)cc4)C(=O)C(C)(C)[C@@H]3CC[C@]12C,82,64,89,113,92,86,95,.
CC(=O)n1nc(C(=O)OCCC(C)C)c2ccccc21,92,100,105,109,111,121,101,104
C=CCS(=O)(=O)CC=C,67,105,121,108,98,103,.,100
CC(Cc1ccccc1)c1ccccc1 (stereo unspecified),91,94,116,122,96,113,99,101
CNc1ccc2[nH]c3ccccc3c2c1,85,67,114,101,100,91,93,88
C=C(C)C(=O)N1CCN(C(=O)C(=C)C)c2ccccc21,104,106,104,109,103,96,101,103
CSc1nc2sc3cc(Cl)c(Cl)cc3n2c(=O)c1C#N,76,86,83,89,91,72,92,93
Cc1ccc(S(=O)(=O)Oc2ccc(-c3ccccc3)cc2)cc1,96,90,100,113,.,111,112,106
O=C(N/N=C\c1ccc(Cl)cc1)c1ccc2nc(-c3ccc(Br)cc3)[nH]c2c1,-33*,0.1*,-59*,83,16,18,98,-81*
O=S(=O)(CS(=O)(=O)c1ccc(Br)cc1)c1ccc(Br)cc1,93,108,.,112,99,105,101,98
Cn1/c(=N/N=C(N)N)ccc2ccccc21,98,121,112,114,111,112,93,104
O=C1OC(c2ccccc2)=N/C1=C\c1coc2ccccc2c1=O,99,95,62,88,131,136,76,103
CCCCCCCCCCCCNC(=O)[C@H]1CSC(c2cccs2)N1 (stereo partly specified),100,88,114,96,95,87,106,98
COc1ccc(NC(=O)Cn2nncc2COc2ccc3ccccc3c2C=O)cc1,94,99,101,111,90,89,88,96
Brc1ccc(-c2cn3c(ccc4ccccc43)n2)cc1,55,61,113,100,89,87,99,77
Cc1cc(C)c(C(=O)c2ccc([N+](=O)[O-])cc2)c(C)c1,93,98,120,120,104,91,107,94
N#CC1=C(N)Oc2cc3ccccc3cc2C1c1ccccc1 (stereo unspecified),95,102,99,107,107,103,112,.
CCN(CC)CCCNC(c1ccccc1)C(O)c1ccccc1 (stereo unspecified),96,101,103,92,104,94,99,96
COc1ccc2[nH]c(=O)c(CSc3ccc(Nc4nccc(-c5ccc6ccccc6c5)n4)cc3)cc2c1,101,102,115,112,105,119,110,107
Nc1n[nH]c(-c2ccc(Br)cc2)c1-c1nc2ccccc2s1,95,95,79,107,105,85,99,91
CN(C)N=C1CCCCC1,109,126,100,112,.,113,104,116
CCCCCc1cc(Br)c(OC)c(OC)c1,98,102,103,96,102,102,99,91
COc1ccc(N=Cc2c(O)ccc3c2oc2cc(Cl)c(O)c(Cl)c23)cc1,70,88,106,-1.6*,93,107,53,64
CCOC(=O)c1c2c(n(-c3ccccc3)c1-c1ccccc1)/C=C\CCCC2,86,61,101,90,113,96,111,91
COc1cc2cc(Oc3ccc(NC(=O)c4ccc(N5CCOCC5)c(C(F)(F)F)c4)cc3)c(C)nc2cc1OC,57,100,71,85,74,65,79,72
O=C(CSc1nnc(-c2c[nH]c3ccccc23)n1-c1ccccc1)c1ccc(Br)cc1,53,22,71,-19*,52,66,65,42
Cc1cc(Cc2cc(C)c(C)c(C)c2C)c(C)c(C)c1C,115,118,104,116,111,94,106,97
COC(=O)c1nc(N)nc(C(=O)OC)c1C(=O)C(C)C,101,99,102,106,104,94,110,101
COc1cc2cc(Sc3ccc(NC(=O)Nc4ccc(Cl)c(C(F)(F)F)c4)cc3)c(C)nc2cc1OC,102,101,99,91,85,77,104,106
O=C(Nc1ccccc1Cl)c1ccccc1CC(O)(c1ccccc1)c1ccccc1,78,68,86,76,80,70,78,68
CN1CCCC1=Nc1ccccc1,97,106,104,114,106,109,130,97
COc1ccc(-c2nnc(SCC(=O)N3CCN(c4cc5c(cc4F)c(=O)c(C(=O)O)cn5C4CC4)CC3)o2)cc1OC,84,71,101,103,101,110,69,82
O=CN1N=C(c2ccc3c(c2)OCO3)CC1c1ccccc1 (stereo unspecified),97,104,.,103,122,101,96,98
N#CCCn1cnc2c(N)ncnc21,97,95,125,106,100,94,103,97
# Continued.
SMILES,MCF7,T-47D,MALME-3M,SK-MEL-2,HS 578T,MDA-MB-231,BT-549,LOX IMVI
CN1C[C@H](C2CCCCC2)C(C(=O)C2CCCCC2)[C@]12C(=O)NC1CCCCC12 (stereo partly specified),85[20 µM],69[20 µM],99[20 µM],102[20 µM],94[20 µM],83[20 µM],92[20 µM],96[20 µM]
CCCCCS(=O)(=O)CCCCC,92,93,107,83,.,113,101,94
COc1cccc(OCC(O)CN2CCN(c3cccc(C)c3)CC2)c1 (stereo unspecified),104,103,.,99,99,103,100,99
O=C(NNC(=O)c1cccc2ccccc12)c1ccc(Cl)c(Cl)c1,101&95,91&103,101,98&104,101&115,99&101,96&101,99&94
Brc1ccc(-c2cc(-c3ccc4c(c3)OCCO4)n[nH]2)s1,7.6*,23,46,55,51,42,62,42
CCCCCCNC(=O)Oc1ccc(/C(=C(/C)Cc2ccc(OC)cc2)c2ccc(OCCN3CCCCC3)cc2)cc1,31,42,101,101,80,85,92,83
C=CC(=O)N1CCC(Oc2cc3c(Nc4ccc(Cl)c(Cl)c4F)ncnc3cc2OC)CC1,27,-4.9*,61,.,.,17,8.1*,-66*
O=C1CC(c2ccc3c(c2)OCO3)c2c(n[nH]c2-c2ccc(Cl)cc2)N1 (stereo unspecified),91,74,95,104,82,77,80,97
NC(N)=N/N=C/c1ccc(-c2ccc(-c3cc(Cl)cc(Cl)c3)s2)cc1,-40*,29,100,103,81,-30*,96,.
CCCOC(=S)Nc1ccc(S(=O)(=O)Nc2ccc(Cl)nn2)cc1,97,107,117,117,109,106,105,96
O=c1[nH]cc(N(CCO)CCO)c(=O)[nH]1,92,111,116,103,137,106,97,99
O=C1Oc2ccccc2C(=O)/C1=C/N1C(=O)CNC1=S,103,103,95,111,107,98,102,96
CCOP(=O)(OCC)c1nc(-c2ccccc2)oc1NCc1ccc2c(c1)OCO2,103,87,99,108,104,93,109,97
CCCCCOC(=O)c1ccc(C)cc1,96,113,112,120,114,114,105,101
O=C(c1ccccc1)n1ccc(-c2cc3cc(Br)ccc3oc2=O)n1,-8.5*,1.4*,37,17,49,32,39,2.5*
CC(=O)OC1=CC(=O)c2ccccc2C1=O,91,90,101,100,126,90,107,79
CC(C)Cc1cc(-c2cc(CC(C)C)[nH]n2)n[nH]1,99,99,99,112,97,93,106,.
Cn1cc(-c2nc(N)nnc2-c2c[nH]c3ccccc23)c2cccnc21,32,36,83,106,59,28,75,.
